Kir21 inh = blocks the mouse Kir2.1 inward-rectifier potassium channel; P35561; HEK293-Kir2.1, FluxOR thallium flux fluorescence; hits give low values; B-score at 10 µM; hit rate 0.85% among 310,000;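 active = fluorescence ratio B-score at or below minus 3 SD of library scores, with starting-brightness B-score within 2 SD, cut at about -4.2 in these data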;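 note: channel flux triggered by added potassium and thallium sulfate stimulus; B-score of peak minus minimum fluorescence over baseline after thallium stimulus; more negative B-score means stronger Kir2.1 block with less thallium influx; some compounds called inactive have numbers as strong as hits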
Target sequence (P35561 whole entry, looked up): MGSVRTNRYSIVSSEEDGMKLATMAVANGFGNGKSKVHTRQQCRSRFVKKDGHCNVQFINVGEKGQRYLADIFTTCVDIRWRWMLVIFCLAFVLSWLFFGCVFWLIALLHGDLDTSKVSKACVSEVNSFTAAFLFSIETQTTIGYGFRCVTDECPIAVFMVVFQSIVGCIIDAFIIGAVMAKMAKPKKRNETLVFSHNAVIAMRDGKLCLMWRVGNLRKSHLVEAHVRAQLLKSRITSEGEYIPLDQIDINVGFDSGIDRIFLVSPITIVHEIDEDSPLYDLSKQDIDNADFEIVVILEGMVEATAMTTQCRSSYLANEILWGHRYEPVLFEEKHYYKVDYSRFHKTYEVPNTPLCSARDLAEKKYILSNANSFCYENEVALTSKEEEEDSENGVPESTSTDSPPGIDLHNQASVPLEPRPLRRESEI
STK33 inh = blocks human STK33 kinase activity; hit rate 0.073% among 320,000; purified STK33, MBP phosphorylation, ADP-Glo luminescence; inhibition, % at 10 µM; AID 2661;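 active = inhibition at or above 25%, using the most active replicate where run in duplicate; inactive = inhibition below 25%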
Target sequence (Q9BYT3 whole entry, looked up): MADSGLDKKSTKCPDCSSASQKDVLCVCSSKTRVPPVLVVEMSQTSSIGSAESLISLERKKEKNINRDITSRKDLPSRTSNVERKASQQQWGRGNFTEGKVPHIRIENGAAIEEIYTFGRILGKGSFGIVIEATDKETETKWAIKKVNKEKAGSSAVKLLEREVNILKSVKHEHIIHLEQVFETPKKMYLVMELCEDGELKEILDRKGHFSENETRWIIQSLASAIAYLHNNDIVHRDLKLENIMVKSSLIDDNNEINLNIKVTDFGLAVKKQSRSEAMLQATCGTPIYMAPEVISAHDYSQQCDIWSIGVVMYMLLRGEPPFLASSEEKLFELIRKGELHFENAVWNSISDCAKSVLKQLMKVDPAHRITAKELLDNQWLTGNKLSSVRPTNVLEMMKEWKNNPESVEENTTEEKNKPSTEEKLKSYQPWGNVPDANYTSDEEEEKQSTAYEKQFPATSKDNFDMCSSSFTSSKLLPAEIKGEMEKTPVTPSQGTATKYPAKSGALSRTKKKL
Starred values were filed as active, the others as inactive; nt = not tested or not shown; & = joins results of further samples. Random draw from the library; overall some 0.84% were active at least once.

SMILES	Kir21 inh	STK33 inh
N/C(=N\OC(=O)Nc1ccccc1)c1ncc([N+](=O)[O-])s1	0.95	-0.9
Cc1cccc(Nc2nc3ccccc3s2)c1C	0.08	0.1
O=C(NCCc1c[nH]c2ccccc12)C1CCN(S(=O)(=O)c2ccccc2F)CC1	-3.49	-1.2
O=C1C2CCCN2C(=O)N1CCN1CCN(c2ccccc2)CC1 (stereo not given)	0.07	nt
CCn1c(CNC(=O)c2ccco2)nnc1SCCOc1ccccc1	-1.73	-0.3
Cc1ccc(CNc2ccc3nnc(-c4ccccc4)n3n2)cc1	0.32	0.5
CCN(CC)S(=O)(=O)c1cc(C(=O)NC2=NCCS2)ccc1Cl	-0.61	-0.8
O=C(/C=C/c1ccccc1)NC(NC(=S)Nc1ccc(Cl)cc1Cl)C(Cl)(Cl)Cl (stereo not given)	-0.25	0.3
O=C(O)c1ccc(Nc2ncnc3ccccc23)cc1	0.64	9.4
O=C(NCCc1ccccc1)C(=O)Nc1nccs1	0.6	-1.1
c1ccc(CSc2nccc(-c3ccco3)n2)cc1	0.94	-2.1
O=c1c2cc(Br)ccc2[nH]c(=S)n1Cc1cccnc1	-0.5	3.5
Cc1ccc(N=Cc2c(O)n(-c3nccs3)c(=O)c3ccccc23)c(C)c1	0.25	-1.1
CN(C)c1ccc(CN(Cc2ccco2)C(=O)c2ccco2)cc1	-1.02	-0.6
CC(C)(C)[C@@H]1C=C(C(N)=O)O[C@H](OCCCCO)C1	0.49	-0.2
CCCN(CC(=O)Nc1ccccc1C)C(=O)c1cc(C)oc1C	nt	-1.1
COc1ccc(COC(=O)NC(C(=O)O)c2ccccc2)cc1 (stereo not given)	1.19	0.9
CC(C)=CC(=O)OCC(=O)Nc1cc(C)ccc1C	0.88	0.1
O=C(OCc1ccc(F)cc1)c1cc(=O)c2ccccc2o1	-0.34	-0.4
CCOC(=O)N1CCN(C(=O)CCCn2c(=S)[nH]c3ccc(Br)cc3c2=O)CC1	-1.23	-0.4
CCO[C@@H]1OC(C(N)=O)=C[C@H](C2CCCCC2)[C@H]1CCCO	-2.22	-1.2
Cc1cc(C(=O)COC(=O)C2CCN(C(=O)c3ccc(Cl)cc3)CC2)c(C)n1CC1CCCO1 (stereo not given)	-0.2	-0.6
CCOc1ccc(S(=O)(=O)/N=C(/c2ccccc2)N(C)C)cc1	-0.66	-1.8
CCOc1ccccc1N(C(=O)Nc1cccc(Cl)c1)C1=NC(C)CS1 (stereo not given)	0.85	-1.0
O=C(NCc1ccc2c(c1)OCO2)C1CC(c2ccc(Cl)c(Cl)c2)=NO1 (stereo not given)	-0.38	-1.1

Structures shown so far containing a COOH group:
SMILES	Kir21 inh	STK33 inh
O=C(O)c1ccc(Nc2ncnc3ccccc23)cc1	0.64	9.4
COc1ccc(COC(=O)NC(C(=O)O)c2ccccc2)cc1 (stereo not given)	1.19	0.9

Further results
SMILES	Kir21 inh	STK33 inh
COc1ccc(-n2nc(C(=O)NCC(=O)N3CCC(C(N)=O)CC3)c3ccccc3c2=O)cc1OC	-0.02	-1.8
CC(=O)c1c(C)n([O-])c2ccc(C)cc2[n+]1=O	0.56	0.3
O=C(Nc1ccnc(-c2cccnc2)n1)c1ccccc1Cl	1.9	0.5
COc1ccccc1NC(=O)N1CCN(c2ccc3nnc(-c4ccc(F)cc4)n3n2)CC1	-0.01	0.5
CC(=O)c1cc(C#N)c(N(C)Cc2ccccc2)nc1C	0.02	-0.8
O=[N+]([O-])c1ccc(C[n+]2cccc(O)c2)cc1	-0.6	-0.2
COc1cccc(C2C3=C(N=c4s/c(=C\c5cccc(O)c5)c(=O)n42)c2ccccc2CC3)c1OC (stereo not given)	0.71	0.0
CNC(=O)C(=O)Nc1c(O)c2ccccc2[nH]c1=O	1.48	-1.0
CCOC(=O)c1ccc(NC(=O)Nc2ccn(C)n2)cc1	-1.17	-0.9
COc1cccc(C(=O)CN2CCN(S(=O)(=O)c3ccc(Br)cc3)CC2)c1	2.52	-0.7
CC(=O)c1ccc(N2CCN(C(=O)COc3ccc(F)cc3)CC2)c(F)c1	2	1.5
CCc1ccc(NC(=O)Cn2cnc3sc(C)c(S(=O)(=O)N4CCOCC4)c3c2=O)cc1	1.16	-1.7
O=C(Oc1ccc2ccccc2c1)C1CCC1	0.51	2.8
CCc1cc2c(=O)[nH]c(Cc3ccc(OC)cc3)nc2s1	-0.3	-3.1
Cc1ccc(-n2nc(N)c3c(=O)oc(N(C)C)nc32)cc1	0.26	-1.4
COc1ccc2c(c1)Sc1ccccc1N2CCN(C)C	-0.88	-0.8
O=C(N/N=C/c1cccs1)C(O)c1ccccc1 (stereo not given)	-1.41	-2.6
COCCn1c(Cc2ccccc2)nnc1SCc1ccc([N+](=O)[O-])cc1	-1.35	0.1
CCC1CCCCN1S(=O)(=O)c1ccc(C(=O)Nc2nnc(C3=COCCO3)o2)cc1 (stereo not given)	0.97	0.7
O=C(NC1CCCCC1)c1cc([N+](=O)[O-])ccc1N1CCOCC1	-0.06	1.0
COc1ccc(N=C2SC(CC(=O)Nc3ccccc3)C(=O)N2CC2CCCO2)cc1 (stereo not given)	1.04	0.5
CN1/C(=C/C(=O)CSc2ccccc2C(=O)O)C(C)(C)c2ccccc21	1.16	-1.2
CCC(=O)N(Cc1ccco1)c1nc(C(=O)Nc2ccc(Cl)cc2)c(C)s1	-0.29	0.2
Cc1c(Nc2nc(-c3ccccc3)cs2)c(=O)n(-c2ccccc2)n1C	-0.98	0.9
O=S(=O)(c1ccc(SCc2ccccc2)nc1)N1CCCC1	nt	-2.7

The listing continues.
SMILES	Kir21 inh	STK33 inh
N#CC1=C(N)C(C#N)(C#N)[C@H](c2c(F)cccc2F)[C@H]2CC3(CC=C12)OCCO3	-0.32	0.3
COc1ccc(CNC(=S)N/N=C/c2ccc(OC)c(OC)c2)cc1	-1.4	-1.8
CCNS(=O)(=O)c1ccc(CCC(=O)N2CCN(C(=O)OCC)CC2)cc1	1.06	0.0
Cc1c(NC(=O)c2ccc3c(c2)C(=O)N(Cc2ccco2)C3=O)cccc1C(=O)O	-2.29	-1.1
COc1ccc(NC(=O)C(c2ccccc2)N(C)C(=O)CNC(C)=O)cc1 (stereo not given)	0.04	1.0
CCOC(=O)NCc1ccc2c(c1)cc(C)n2C	-1.2	0.9
Cc1cc2sc3ccccc3c(=O)c2c(C)c1O	-1.47	7.3
Cc1cc(N/N=C/c2ccc(O)cc2O)nc(-c2ccccc2O)n1	1.13	10.7
O=c1cc(-c2ccccc2)c2cc3c(cc2[nH]1)OCCO3	0.06	-1.2
CCOCCCNC(=O)c1ccc(OC)c(OC2CCN(C(C)C)CC2)c1	0.41	-0.4
CC(=O)c1ccc(S(=O)(=O)NCCC(=O)NC2CCN(Cc3ccccc3)CC2)cc1	nt	0.7
O=[N+]([O-])c1ccc(-c2csc(N3CCc4ccccc4C3)n2)cc1	-0.15	-1.4
CCS(=O)(=O)c1ccc2c(c1)N(S(C)(=O)=O)CC(C(=O)NCc1ccccc1OC)O2 (stereo not given)	-0.01	-0.3
c1ccc(-c2nnc(SCC3CCCCO3)nc2-c2ccccc2)cc1 (stereo not given)	0.84	-5.5
O=C(COC(=O)c1c(F)cccc1F)NCc1ccc2c(c1)OCO2	nt	-1.9
O=C1c2cc(Cl)ccc2OC2(CCNCC2)C12CC(c1ccccc1)=NO2 (stereo not given)	-0.41	0.7
c1coc(CSc2ncnc3c2oc2ccccc23)c1	1.31	-2.5
COc1ccc(-c2nnc(SCC(=O)N/N=C/c3ccccc3C(=O)O)n2-c2ccc(Cl)cc2)cc1	1.66	-1.8
CC(C)C[C@H](N)c1nnc(SCC(=O)Nc2ccc(Br)cc2)o1	1.53	0.5
O=C(NC1CCCCC1)c1cc([N+](=O)[O-])ccc1N1CCCC1	-1.25	-1.6
CN1C(=O)C(C)(C)c2cc(S(=O)(=O)N3CCC(C(=O)Nc4ccc(Cl)cc4)CC3)ccc21	1.27	0.4
C=CCN(CC=C)S(=O)(=O)c1ccc(NC(=O)COc2ccccc2OC)cc1	nt	6.0
Cn1cccc1/C=N/NC(=O)Cn1cnc2ccccc21	0.09	nt
COc1ccc(NC(=O)c2ccccc2NC(=O)CSc2ccccc2)cc1	-0.05	0.1
CC(C(O)c1ccc(O)cc1)N1CCC(Cc2ccccc2)CC1 (stereo not given)	-0.09&-0.8	-0.9&-3.8

Retrieved one by one from above, 3 records:
SMILES	Kir21 inh	STK33 inh
COc1ccc(-c2nnc(SCC(=O)N/N=C/c3ccccc3C(=O)O)n2-c2ccc(Cl)cc2)cc1	1.66	-1.8
CCNS(=O)(=O)c1ccc(CCC(=O)N2CCN(C(=O)OCC)CC2)cc1	1.06	0.0
COc1ccc(NC(=O)C(c2ccccc2)N(C)C(=O)CNC(C)=O)cc1 (stereo not given)	0.04	1.0

Full records, quoted from the list. Order of screens: Kir21 inh	STK33 inh
Entry for `c1ccc(-c2nnc(SCC3CCCCO3)nc2-c2ccccc2)cc1` (stereo not given) → 0.84	-5.5
Entry for `O=C1c2cc(Cl)ccc2OC2(CCNCC2)C12CC(c1ccccc1)=NO2` (stereo not given) → -0.41	0.7
Entry for `CC(C)C[C@H](N)c1nnc(SCC(=O)Nc2ccc(Br)cc2)o1` → 1.53	0.5
Entry for `Cc1c(NC(=O)c2ccc3c(c2)C(=O)N(Cc2ccco2)C3=O)cccc1C(=O)O` → -2.29	-1.1
Entry for `CCOCCCNC(=O)c1ccc(OC)c(OC2CCN(C(C)C)CC2)c1` → 0.41	-0.4

New compounds follow
SMILES	Kir21 inh	STK33 inh
CC(=O)N1CCCc2cc(S(=O)(=O)CCC(=O)N3CCN(c4ccccc4)CC3)ccc21	-2.52	0.6
COc1ccc([C@H]2CC(=O)C=C(c3cc4ccccc4s3)C2)cc1OC	nt	0.2
O=C(CS(=O)(=O)c1ccccc1)Nc1nccs1	0.67	-0.3
Cc1ccc(C(=O)COC(=O)COc2ccccc2C)cc1	-1.74	-4.5
CC(C)(C)NC(=O)CN1CCC(O)(c2ccc3c(c2)OCO3)CC1	-0.07	1.2
O=C(NNC(=O)c1ccc2c(c1)OCO2)NC1CCCCC1	-1.09	-1.4
Cc1cc(NC(=O)CSc2nnc(-c3ccc4c(c3)OCCO4)o2)no1	0.37	-1.6
COCCSc1nnc(NS(=O)(=O)c2ccccc2)s1	0.12	-1.6
N#CCSc1nc(-c2ccccc2)nc2ccc(F)cc12	0.54	-0.7
O=C(COC(=O)C1CCN(c2ccc(C(F)(F)F)cn2)CC1)Nc1ccc(Cl)cn1	0.91	-1.2
CCOc1ccc(NC(C)=O)cc1[N+](=O)[O-]	1.55	-0.2
Cc1ncc(CO)c2c1Oc1nc(-c3ccccc3F)nc(SCC(=O)N(C)c3ccccc3)c1C2	0.49	-0.5
O=C(CN1c2cccc3cccc(c23)S1(=O)=O)Nc1ccccc1Br	nt	-2.5
Cc1nnc(SCC(=O)NC2CCCCCC2)n1C(C)C	1.91	1.0
COc1cccc(/C=N/N2CCN(Cc3ccccc3)CC2)c1O	-1.59	1.1
COc1ccc(N2CCN(C(=O)NC(=O)c3ccc(Cl)cc3)CC2)cc1	-0.2	-1.5
Nc1ccc2nc(SCc3ccccc3F)sc2c1	-2.44	-1.8
C=CC[C@H](CC(=O)NCCO)C(=O)N[C@H](COC(=O)[C@@H](CC=C)Cc1ccc(F)cc1)Cc1ccccc1	nt	2.3
Cc1ccc(N2C(=O)CSC2c2ccc3c(c2)OCO3)cc1 (stereo not given)	-2.68	-1.5
Cc1ccc(NC(=S)NCCc2c[nH]c3ccccc23)cc1	-1.6	-0.7
CCOCCCn1c(SCC(=O)NCc2ccco2)nc2c(sc3ccccc32)c1=O	0.22	-4.3
C=CCOc1ccc(/C(O)=C2\C(=O)C(=O)N(CCCOC)C2c2ccc(O)c(OC)c2)cc1 (stereo not given)	-2.32	-0.4
Cc1cnc(C(=O)Nc2cccc3cccnc23)cn1	0.1	nt
COc1ccc(S(=O)(=O)Nc2nc3ccccc3nc2Nc2cccc(C(=O)O)c2)cc1	-0.32	-1.2
CC(NC(=O)/C=C/c1ccccc1[N+](=O)[O-])C1CC2CCC1C2 (stereo not given)	-1	-2.2

(listing goes on)
SMILES	Kir21 inh	STK33 inh
CCN1C(=O)[C@H]2[C@@H](c3ccc(C)cc3)N3C(=O)N(c4ccccc4)C(=O)[C@@]3(Cc3ccccc3)[C@H]2C1=O	-0.77	-2.3
CC1=NN(C(=S)Nc2ccccc2)C(C)(C)C1	0.02	-0.4
CCOC(=O)c1c(NC(=S)Nc2cccc(C)c2)sc2c1CC(C)(C)SC2	0.66	-1.3
CN(C)S(=O)(=O)c1cccc(NC(=O)COC(=O)c2cc3ccccc3oc2=O)c1	0.37	0.3
CCc1sc(C(=O)NCCCn2ccnc2)cc1Br	-0.27	6.4
CC(=O)N(Cc1ccc2c(c1)OCO2)C1CC(=O)N(CCc2ccccc2)C1=O (stereo not given)	-0.45	-1.7
C(=C/c1nccc2c1[nH]c1ccccc12)/c1ccc2c(c1)OCO2	-0.55	nt
CN1CCN(S(=O)(=O)c2ccc(NC(=O)c3ccc(F)cc3)cc2)CC1	-0.34	1.7
CCc1cccc(C)c1NC(=O)COC(=O)CNC(=O)c1cccs1	-0.01	13.6
Cc1nnc2sc(SCc3ccc(Cl)cc3)nn2c1=O	-1.14	nt
CCC(=O)N1N=C(c2c(O)n(C)c(=O)n(C)c2=O)CC1c1ccccc1 (stereo not given)	-1.13	-0.8
NC(=O)COC(=O)c1ccc(Cl)c(S(=O)(=O)N(Cc2ccccc2)c2ccc(Cl)cc2)c1	0.24	0.1
O=C(C1CC1)N1CCc2cc(Br)cc(S(=O)(=O)NCCCN3CCCCC3)c21	0.1	-1.7
CCOc1ccc(CCNC(=O)COC(=O)/C=C/c2ccco2)cc1OCC	-0.64	0.0
O=C(Nc1cccc(NC(=O)c2ccc3c(c2)OCO3)c1)c1ccccc1	0.03	0.6
O=C(COc1cc(Cl)c(Cl)cc1Cl)NC(=O)NC1CCCC1	2.13	-2.2

From PubChem
